Compound activity deposited in PubChem by several laboratories.
MEKK3 PB1 HTS: raises or lowers MEK5 binding to the human MEKK3 PB1 domain | bead-based flow cytometry, Alexa488-MEK5 binding to MEKK3; actives lie on both sides; 0 = blocked by unlabeled MEK5, 100 = vehicle | binding response (% of control), % at 10 µM | hit rate 1.4% among 290,000 | AID 1529;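 active = binding response more than 3 SD above or below the average of its plate-row segment, actives on both sides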;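 also: Alexa488 bead fluorescence after subtracting the streptavidin-only scavenger bead signal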
Target sequence (Q99759 whole entry, looked up, the tested form may be a part): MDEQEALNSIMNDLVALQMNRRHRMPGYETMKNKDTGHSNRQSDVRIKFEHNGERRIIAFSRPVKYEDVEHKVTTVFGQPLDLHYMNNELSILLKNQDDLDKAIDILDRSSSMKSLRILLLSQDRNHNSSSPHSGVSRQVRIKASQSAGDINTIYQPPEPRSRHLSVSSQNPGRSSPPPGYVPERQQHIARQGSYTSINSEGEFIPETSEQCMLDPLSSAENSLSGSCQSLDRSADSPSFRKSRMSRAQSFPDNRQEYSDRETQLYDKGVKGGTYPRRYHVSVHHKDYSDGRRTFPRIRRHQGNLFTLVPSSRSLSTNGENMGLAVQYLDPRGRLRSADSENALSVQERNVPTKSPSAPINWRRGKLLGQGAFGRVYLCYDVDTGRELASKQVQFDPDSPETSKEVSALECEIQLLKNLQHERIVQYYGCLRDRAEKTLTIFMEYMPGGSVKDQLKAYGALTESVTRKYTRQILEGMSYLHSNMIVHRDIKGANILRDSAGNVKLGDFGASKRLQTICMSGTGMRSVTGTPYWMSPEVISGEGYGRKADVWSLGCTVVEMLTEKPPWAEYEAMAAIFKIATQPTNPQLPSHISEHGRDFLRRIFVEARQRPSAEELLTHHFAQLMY
IDE cell activ: activators of human insulin-degrading enzyme in cells. activation, % at 5.96 µM. hit rate 0.073% among 340,000. HEK cells, FAbeta-B cleavage, fluorescence polarization; 0% vehicle, 100% cell-free pure enzyme wells;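 active = activation above the mean of all tested compounds plus 3 SD, set per screening campaign, cut at about 17% in these data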
FID counter: displaces DNA intercalator in HCV helicase counter-screen; AID 1845; DNA fluorescent intercalator displacement, fluorescence; hit rate 0.17% among 290,000; inhibition, % at 7.9 µM; in the data active = inhibition above about 37%;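 also: 0% = vehicle and 100% = reference compound; higher means more ethidium bromide displaced from hairpin DNA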
IMP-1 inh: blocks Pseudomonas aeruginosa IMP-1 metallo-beta-lactamase; AID 1556; inhibition, % at 5.6 µM; hit rate 0.45% among 290,000; purified IMP-1, nitrocefin hydrolysis, epi-absorbance fluorescence;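 active = inhibition above the mean plus 3 SD of all compounds in the same screening run, cut at about 4.5% in these data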;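 also: 0% = IMP-1 with DMSO and 100% = DMSO wells lacking enzyme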
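system = purified recombinant IMP-1 beta-lactamase | amount = 0.2 nM IMP-1, as dispensed | medium = HEPES buffer pH 7.1 with ZnSO4 and Brij 35 | times = 25 °C, 15 min preincubation, 25 min reaction | detection = plate fluorescence quenching by hydrolysis product, ex 480/em 530 nm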
PHOSPHO1 block: blocks human PHOSPHO1 phosphatase activity | Q8TCT1 | AID 1565 | hit rate 1.1% among 290,000 | inhibition, % at 13.3 µM | recombinant PHOSPHO1, absorbance phosphatase assay; in the data active = inhibition above about 60%
Target sequence (Q8TCT1 whole entry, looked up): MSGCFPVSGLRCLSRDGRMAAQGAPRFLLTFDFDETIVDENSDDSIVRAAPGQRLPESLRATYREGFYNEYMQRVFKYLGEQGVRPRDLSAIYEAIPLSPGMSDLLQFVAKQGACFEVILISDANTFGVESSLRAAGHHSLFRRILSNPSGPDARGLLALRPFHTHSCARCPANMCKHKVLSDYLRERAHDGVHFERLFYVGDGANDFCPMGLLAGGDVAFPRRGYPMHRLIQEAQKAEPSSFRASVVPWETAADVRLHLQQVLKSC
SUMO HTRF inh: blocks human SUMOylation mediated by UBC9. hit rate 0.36% among 290,000. P63279. AID 2006. HTRF SUMOylation assay, SAE1/SAE2 + UBC9, in vitro. inhibition, % at 35 µM; in the data active = inhibition above about 50%, passing the limit was not always enough; also: strong numbers were not always called active
Target sequence (P63279 whole entry, looked up): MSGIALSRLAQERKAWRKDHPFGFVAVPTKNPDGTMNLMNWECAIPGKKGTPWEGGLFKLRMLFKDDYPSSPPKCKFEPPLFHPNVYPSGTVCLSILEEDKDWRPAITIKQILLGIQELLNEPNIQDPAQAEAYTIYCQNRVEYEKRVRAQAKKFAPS
pCIP destab: compounds decreasing mouse p/CIP protein stability | AID 1984 | hit rate 0.01% among 290,000 | Q05BA5 | F442A p/CIP-EGFP cells, EGFP fluorescence, 16 h | decrease of EGFP signal, % at 10 µM;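 active = EGFP signal decrease of at least 30% at 10 µM or well 3 SD below plate mean, unless failing retest; inactive = the rest, including hits failing retest or dose response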; also: some compounds called inactive have numbers as strong as hits; many of its hits are not listed in these tables
HCV NS3 hel inh: blocks Hepatitis C virus NS3 helicase unwinding; hit rate 0.56% among 290,000; inhibition, % at 10.9 µM; AID 1800; NS3 helicase DNA unwinding, Cy5 molecular beacon fluorescence;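 active = inhibition above the mean of all tested compounds plus 3 SD, set per campaign, cut at about 35% in these data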;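 also: 0% = DMSO wells and 100% = thioflavine S control wells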
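Control set: DMSO versus 110 µM thioflavine S; Material: NS3 helicase fragment of HCV; Measured by: Cy5 fluorescence at 0 and 60 min, beacon hairpin quenching; Read-out basis: percent inhibition from t60/t0 fluorescence ratio; Times: reaction time 60 min, 25 °C; Repeats: single replicate; Compound dosing: single dose, 10.9 µM nominal final, DMSO 0.8% final.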
VIM-2 inh: inhibitors of Pseudomonas aeruginosa VIM-2 metallo-beta-lactamase; purified VIM-2, nitrocefin hydrolysis, epi-absorbance fluorescence; inhibition, % at 5.6 µM; hit rate 0.89% among 290,000;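 active = inhibition above the mean of all tested compounds plus 3 SD, cutoff set per screening run, cut at about 7.5% in these data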;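 also: red hydrolysis product quenches plate fluorescence so inhibitors raise well fluorescence; 0% = enzyme with DMSO and 100% = DMSO without enzyme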
Starred values were filed as active, the others as inactive; . = not tested or not shown; [ ] = remark or other dose. Some of the compounds tested. The share of hits here may be higher or lower than overall.

SMILES	MEKK3 PB1 HTS	IDE cell activ	FID counter	IMP-1 inh	PHOSPHO1 block	SUMO HTRF inh	pCIP destab	HCV NS3 hel inh	VIM-2 inh
O=C(NNC(=O)c1ccc(SCC2CCCO2)c([N+](=O)[O-])c1)c1ccc(Cl)c([N+](=O)[O-])c1 (stereo not given)	100	0	4	0.2	15	39	-6	-1	-1.8
O=C(COC(=O)c1ccc(Cl)c([N+](=O)[O-])c1)Nc1ccccc1OC(F)F	95	-4	3	-5.2	9	-5	0	3	-4.1
N#Cc1ccccc1OCCN1C(=O)c2ccccc2C1=O	100	4	-6	-4.4	46	-7	-9	-6	-0.7
CCOC(=O)Nc1cc2c(cc1C(C)=O)OCO2	101	0	0	0.3	0	14	-21	1	-0.6
O=C(NCc1ccc(Cl)cc1)N1CCN(S(=O)(=O)c2ccccc2)CC1	98	1	-36	-0.7	15	14	-18	8	-2.0
CCOC(=O)c1cccc(N2C(=O)c3ccccc3S2(=O)=O)c1	.	4	-10	-3.5	-11	-5	-4	-5	2.0
CCN(CC)S(=O)(=O)c1cc(C(=O)OCC(=O)c2ccc3c(c2)NC(=O)CO3)ccc1F	99	-3	-2	-1.7	-4	17	-5	5	-3.8
COc1ccc(N(C(=O)c2ccncc2)S(=O)(=O)c2cccs2)cc1	101	4	-6	-3.5	3	-8	-7	-8	-1.1
COc1cc(C(=O)Oc2cc(N)n(S(=O)(=O)c3ccccc3)n2)cc(OC)c1OC	102	4	-23	-1.9	26	-4	-4	-6	0.3
C=CCSc1nc(NC)c2sccc2n1	105	3	2	-1.0	-27	15	-14	0	1.9
CCOC(=O)c1ccccc1NS(=O)(=O)c1ccccc1F	84	4	-6	-3.6	-11	-3	-8	-12	-1.1
O=Nc1c(O)n(Cc2ccc(Cl)cc2Cl)c2ccccc12	107	-3	-14	-2.5	18	17	-5	14	-3.5
CCn1c(SCC(=O)Nc2nc(C)c(C)s2)nnc1-c1ccco1	99	6	-6	-5.0	9	2	-8	-1	-4.2
CC(=O)C1=C(O)C(=O)N(c2ccc(O)cc2)C1c1ccc([N+](=O)[O-])cc1 (stereo not given)	103	6	-3	-2.9	24	4	-4	1	2.2
CCNC(=O)c1ccc(-n2nc(C)cc2-c2ccccc2)cc1	104	5	-27	-1.4	-23	13	17	-4	-8.1
CN(C)CC(O)CN(c1ccccc1)c1ccccc1 (stereo not given)	107	.	3	-3.1	24	9	-1	5	-2.3
CCN(CC)C(=O)CSc1nc2ccccc2c(=O)n1CC	105	2	-13	-3.3	18	1	10	-3	1.4
Fc1cccc(CN2CCN(Cc3nc(-c4cnccn4)no3)CC2)c1	105	-2	-5	-3.1	50	3	-7	-1	-2.2
CCOc1ccc(C(=O)NCc2ccccc2OC)cc1	108	-1	-9	-5.7	-26	15	-14	0	-3.5
Cc1cc(C)n(C(=O)CCCCCC(=O)n2nc(C)cc2C)n1	103	-5	-9	-2.8	-3	-4	4	2	-0.6
Cc1cc(N/C=C/C(=O)c2cccs2)ccc1F	98	2	-6	-3.8	-1	9	-47	-3	-4.5
FC(F)(F)c1ccccc1NC(=S)NN1CCOCC1	101	-4	-5	-6.4	-14	6	0	-1	-2.0
O=C(Nc1cc(N2CCCCC2)ncn1)c1ccccc1	102	5	-13	-2.7	34	20	-6	4	-1.0
COCCCN1CC(=O)N2C(c3ccc(C)cc3)c3[nH]c4ccccc4c3C[C@H]2C1=O (stereo not given in full)	111	1	-38	-0.1	0	16	-2	-14	-1.0
CC(NC(=O)c1ccc(Cl)cc1)c1nnc(SCc2ccc([N+](=O)[O-])cc2)n1C (stereo not given)	.	2	0	-3.1	38	12	-9	-1	-2.3

(next part)
SMILES	MEKK3 PB1 HTS	IDE cell activ	FID counter	IMP-1 inh	PHOSPHO1 block	SUMO HTRF inh	pCIP destab	HCV NS3 hel inh	VIM-2 inh
CS(=O)(=O)c1ccc(C(=O)Nc2cc(S(C)(=O)=O)ccc2Cl)cc1	93	1	1	0.5	-7	-6	-6	-2	-0.4
O=c1[nH]c(N/N=C/c2cc3c(cc2[N+](=O)[O-])OCO3)nc2ccccc12	102	1	-2	-4.0	-98	7	-1	-3	-4.1
C/C=C/Cn1c(Br)nc2c1c(=O)n(C)c(=O)n2C	102	7	-16	-2.2	-21	14	-14	2	-0.2
COc1cc(CNCCc2ccc(S(N)(=O)=O)cc2)ccc1OCc1ccc(Cl)cc1	105	4	20	-2.3	2	-8	-1	-83	-2.9
COc1ccc(C(=O)/C=C/N2CCCCC2)cc1OC	.	1	-9	-2.5	9	19	5	2	1.4
O=C(CSc1ccccc1)N(c1ccc(Br)cc1)c1nccs1	101	0	-12	-1.1	-12	-14	3	-22	1.3
O=[N+]([O-])c1ccc2nc(CN3CCCCC3)[nH]c2c1	105	1	7	-2.3	20	14	6	1	-2.3
COc1cc2ccccc2cc1C(=O)Nc1ccccc1Cl	97	1	-5	0.2	-8	-14	6	28	1.0
Cc1ccc(NC(=O)CCn2c(=O)[nH]c3ccsc3c2=O)cc1	121	-9	2	-3.0	37	10	-70	-8	-7.2
O=C(Nc1nnc(S(=O)(=O)N2CCN(c3ccc(F)cc3)CC2)s1)c1ccco1	100	0	-26	-3.9	33	-1	2	-4	-8.3
COc1cc(C(O)P(=O)(OC2CCCCC2)c2ccc(N(C)C)cc2)cc(OC)c1OC (stereo not given)	102	5	-30	0.3	23	24	-10	-4	-2.6
CCOC(=O)c1ccc(NC(=O)CCc2nc(-c3ccc(Cl)cc3)no2)cc1	90	-2	-1	-2.4	-10	-46	0	-7	-2.3
O=C(O)C1CC(=O)N(c2ccc(OCc3ccccc3)cc2)C1 (stereo not given)	72*[inhibitor]	-10	-11	0.3	1	-10	-15	-2	2.0
Cc1ccc(-c2c(C(=O)N/N=C/C3CCCCC3)nnn2-c2nonc2N)cc1	100	-5	-14	-4.0	22	-5	-1	4	-4.9
CCOC(=O)COc1ccc2c(c1)c(C(C)=O)c(C)n2-c1ccccc1	102	3	-31	-1.2	.	17	-10	-18	-0.1
CC(C)c1ccc(OCC(=O)NC(=S)Nc2ccc3c4c(cccc24)CC3)cc1	98	6	1	-0.4	21	18	3	12	-2.0
COCCn1nnnc1C(CC(C)C)N1CCN(c2ccccc2)CC1 (stereo not given)	103	3	-23	-2.4	0	14	0	9	-1.6
CCN1CCCC1CN(Cc1cc2c(C)cc(C)cc2[nH]c1=O)C(=O)NC1CCCCC1 (stereo not given)	102	2	25	-1.6	-6	2	-7	-65	-0.3
CC(C)C[C@H](N)C(=O)N1CCC(C(=O)N[C@H](C(=O)NCc2ccc(F)cc2)C(C)C)CC1	101	4	-1	-2.2	24	0	2	-4	-3.8
Cc1cc(CSc2ccccc2)ccc1NC(=O)c1ccc(Cl)c([N+](=O)[O-])c1	97	3	5	0.3	10	15	14	14	-1.1
Nc1nnc(-c2cccc([N+](=O)[O-])c2)o1	98	6	1	-2.4	15	9	-6	24	-4.0
COc1ccc(S(=O)(=O)CC(=O)c2cc3cc(Br)ccc3oc2=O)cc1	96	-2	-26	0.7	32	30	9	10	1.5
CN1CCN(c2ccc([N+](=O)[O-])c(-n3nc(-c4ccccc4)c4ccccc4c3=O)c2)CC1	100	1	24	-2.3	7	22	-1	-73	2.0
Cc1ccccc1-c1nc(CN2CCC(C(=O)NCc3ccco3)CC2)c(C)o1	105	-2	10	-1.2	11	8	-4	-6	0.0
COc1cccc(-c2nc(CS(=O)(=O)CC(=O)NCCCN3CC(C)CC(C)C3)c(C)o2)c1 (stereo not given)	106	3	29	-2.9	60	17	-2	0	-1.9

Next records follow.
SMILES	MEKK3 PB1 HTS	IDE cell activ	FID counter	IMP-1 inh	PHOSPHO1 block	SUMO HTRF inh	pCIP destab	HCV NS3 hel inh	VIM-2 inh
O=C(CN1C(=O)S/C(=C\c2ccccc2Cl)C1=O)NCCCn1ccnc1	102	-2	2	-1.8	18	.	-12	-17	0.9
CCCn1c(S(=O)(=O)O)nc2ccccc21	95	5	-6	-2.0	18	17	-2	-5	0.7
O=C(Nc1ccc(F)c(Cl)c1)c1cccnc1	104	0	-1	-5.4	8	7	-6	0	-2.1
CCCCCn1c(CCCNC(=O)CC)nc2ccccc21	101	5	-5	-2.4	-10	-13	-18	-1	0.1
CSCCC(NC(=O)c1cccc(S(=O)(=O)N2CCOCC2)c1)C(=O)Nc1cccc(C)c1 (stereo not given)	97	-1	-16	-2.3	-7	3	-10	4	-4.2
CCC/C=N/NC(=O)CNC(=O)c1ccccc1Cl	73	-3	-2	-0.3	-6	29	-12	3	0.4
NCCc1nnc(SCC(=O)Nc2cccc(Cl)c2)o1	103	2	6	-2.5	-4	4	-6	3	-1.6
CCOc1cc(-c2nccc3cc(OC)c(OC)cc23)cc(OCC)c1OCC	102	-1	-19	-0.5	23	3	17	-15	0.3
CC(C)(C)NCC(O)COc1ccccc1C(C)(C)C (stereo not given)	111	-1	22	-2.0	1	6	-8	-7	-1.2
CC(C)C(=O)NC(C)C(c1cccs1)N1CCOCC1 (stereo not given)	99	3	-2	-3.6	14	6	8	1	-6.6
COC(=O)c1ccccc1NC(=O)/C=C/c1ccco1	107	1	-7	-2.8	-9	12	-1	-2	-1.6
CSc1ccc(/C=N/N2CCN(Cc3ccc(C)cc3C)CC2)cc1	87	-4	-4	-3.8	35	-11	-1	-3	-1.5
CC(=O)Nc1ccc(SC[C@H](CC(C)C)N2CCN(CC(C)C)CCC2=O)cc1	117	2	.	.	35	-8	0	.	.
COc1ccc(C)cc1NC(=O)c1cnc2scc(C)n2c1=O	109	6	-1	-2.3	5	1	-6	-4	-0.7
CC(=O)c1ccccc1OCCCCN1CCCCC1	106	6	5	-2.2	55	15	-6	-7	-0.8
N#C/C(=C\c1ccc(F)cc1)c1n[nH]c(Cn2cncn2)n1	104	9	-10	-5.9	-1	6	-6	13	-1.9
CC(=O)NC(=C(Cl)Cl)S(=O)(=O)c1ccccc1	93	1	-4	-3.6	57	0	7	-4	-3.2
CC(C)Cc1nnc(NC(=O)CCC(=O)N2CCN(c3ccc(Cl)cc3)CC2)s1	103	-7	-44	-3.0	15	-4	-13	-7	-3.1
Cc1c(OCC(=O)N2CCC[C@@H]2C(=O)O)ccc2c3c(c(=O)oc12)CCC3	99	1	-27	-3.8	50	1	8	24	36*

Grouped by structure: the entries above with a COOH group.
SMILES	MEKK3 PB1 HTS	IDE cell activ	FID counter	IMP-1 inh	PHOSPHO1 block	SUMO HTRF inh	pCIP destab	HCV NS3 hel inh	VIM-2 inh
O=C(O)C1CC(=O)N(c2ccc(OCc3ccccc3)cc2)C1 (stereo not given)	72*[inhibitor]	-10	-11	0.3	1	-10	-15	-2	2.0
Cc1c(OCC(=O)N2CCC[C@@H]2C(=O)O)ccc2c3c(c(=O)oc12)CCC3	99	1	-27	-3.8	50	1	8	24	36*
